Screening data (PubChem BioAssay)
IMPase Li cell = membrane-permeable IMPase blocker, potentiated with lithium. CHO-M1 cells, IP1 TR-FRET (IP-One), carbachol + lithium. Potency, µM (top dose mostly 59.4 µM), without a hit: top-dose activity, negative = IMPase inhibition, actives largely listed as inhibitors. 210,000 tested, 0.35% active;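 note: IP1 builds up when IMPase is blocked and the TR-FRET signal falls; potency is the fitted concentration of half-maximal effect; plate controls were basal vehicle for no effect and high inhibitor control for full effect; nearly all actives have a fitted effect of over 50% in size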
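Test compounds were applied to CHO-M1 cells previously cultured for 16–30 h at 2000 per well. A small lithium amount accompanied them; after 30 min at 37C, IP1 was quantified by TR-FRET.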
CBFb RUNX1 block = CBF-beta/RUNX1 interaction disruption; Potency, µM (doses to about 59.8 µM), for the others: at the highest dose activity, negative = inhibition, hits mostly inhibitors; AlphaScreen CBFb-His/RUNX1-biotin binding, biochemical; 230,000 tested, under 10 active; Q01196+Q13951; note: % of control where 0% means no effect
Target sequence (Q01196 whole entry, looked up): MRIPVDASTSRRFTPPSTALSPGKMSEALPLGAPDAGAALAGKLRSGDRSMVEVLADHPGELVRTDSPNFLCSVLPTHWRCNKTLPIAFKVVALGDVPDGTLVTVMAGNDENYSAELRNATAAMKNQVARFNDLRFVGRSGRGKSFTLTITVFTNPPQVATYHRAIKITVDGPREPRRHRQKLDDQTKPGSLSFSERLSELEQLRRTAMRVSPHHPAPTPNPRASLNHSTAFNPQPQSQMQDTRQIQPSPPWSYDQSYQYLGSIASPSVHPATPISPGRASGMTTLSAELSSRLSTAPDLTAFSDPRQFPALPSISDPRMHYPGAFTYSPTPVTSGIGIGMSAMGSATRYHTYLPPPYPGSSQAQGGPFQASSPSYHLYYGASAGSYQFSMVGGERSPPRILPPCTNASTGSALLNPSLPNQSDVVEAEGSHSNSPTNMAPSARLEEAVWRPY
Target sequence (Q13951 whole entry, looked up): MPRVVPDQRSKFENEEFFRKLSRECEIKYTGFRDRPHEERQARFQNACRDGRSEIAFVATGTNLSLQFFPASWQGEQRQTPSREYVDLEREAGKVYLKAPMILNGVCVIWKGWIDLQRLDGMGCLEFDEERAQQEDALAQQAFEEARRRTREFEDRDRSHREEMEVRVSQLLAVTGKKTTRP
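CBFb-His/RUNX1-biotin, 30 nM each, preincubated 20 min RT; compound 15 min RT; Ni + streptavidin beads 50 ng each, 90 min RT; AlphaScreen read.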
Luc counter = blocks Kinase-Glo luciferase, a counter-screen artifact | Q27757 | Kinase-Glo luciferase, ATP luminescence, 8 min | Potency, µM (top dose mostly 38.3 µM), for inactives: at the top dose activity change, negative = inhibition, hits mostly inhibitors | 200,000 tested, 0.28% active; note: potency is the fitted concentration of half-maximal effect; % is set by controls: 0 for no effect and ±100 for the full control effect; nearly all actives have a fitted effect of over 60% in size
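Substrate mix (final 50 mM imidazole pH 7.2, 50 mM KCl, 7 mM MgCl2, 10 uM ATP, 0.01% Tween 20, 0.05% BSA) plus pin-tool compound, then Kinase-Glo detection mix; 8 min ambient, luminescence read.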
Lamin A splicing = LMNA splicing modulation; 200,000 tested, 0.01% active; AID 1487; Potency, µM (top dose mostly 46.1 µM), inactives show at the highest dose ratio change, negative = inhibition, hits mostly inhibitors; HeLa LMNA splicing GFP/RFP minigene ratio, 48 h; active = well fitted inhibition curve with a large enough effect in the signal ratio, with a control signal flat, not every such curve was filed as active; inconclusive = small, poorly fitted or top-dose-only effect, or effect the other way, or a change in a side signal; the % refers to the signal ratio; note: potency is the fitted concentration of half-maximal effect; % is set by controls: 0 for no effect and ±100 for the full control effect
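S3 HeLa stable clones carrying a lamin A-EGFP splicing minigene plus DsRed2 were seeded at 600 cells/well in Opti-MEM with 2% FBS, pin-dosed and incubated 48 h at 37°C. Acumen cytometry (488 nm) gave the GFP/RFP total-intensity ratio.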
HTT aggregate = reduces HttQ103-GFP aggregates in PC12 cells | AID 1688 | 220,000 tested, 1.1% active | Potency, µM (titrated, usually from 46.1 µM), for inactives: top-dose activity change, negative = inhibition, most hits filed as inhibitors | PC12 HttQ103-GFP aggregates, Acumen cytometry, 40 h; note: potency is the fitted concentration of half-maximal effect; % is set by controls: 0 for no effect and ±100 for the full control effect; nearly all actives have a fitted effect of over 60% in size
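Huntingtin Q103 exon 1–GFP aggregates in induced PC12 cells (100 nM tebufenozide) were quantified by cytometry from lysates, with compounds dosed in titration.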
NPSR antag = neuropeptide S receptor (human) antagonism, cAMP | Q6W5P4 | Potency, µM (titrated, usually from 38.3 µM), inactives show at the top dose activity change, negative = inhibition, most hits filed as inhibitors | CHO-NPSR cells, cAMP TR-FRET, antagonist mode | 220,000 tested, 1% active; note: potency is the fitted concentration of half-maximal effect; % is set by controls: 0 for no effect and ±100 for the full control effect; nearly all actives have a fitted effect of over 50% in size; many of its hits are not listed in these tables
Target sequence (Q6W5P4 whole entry, looked up): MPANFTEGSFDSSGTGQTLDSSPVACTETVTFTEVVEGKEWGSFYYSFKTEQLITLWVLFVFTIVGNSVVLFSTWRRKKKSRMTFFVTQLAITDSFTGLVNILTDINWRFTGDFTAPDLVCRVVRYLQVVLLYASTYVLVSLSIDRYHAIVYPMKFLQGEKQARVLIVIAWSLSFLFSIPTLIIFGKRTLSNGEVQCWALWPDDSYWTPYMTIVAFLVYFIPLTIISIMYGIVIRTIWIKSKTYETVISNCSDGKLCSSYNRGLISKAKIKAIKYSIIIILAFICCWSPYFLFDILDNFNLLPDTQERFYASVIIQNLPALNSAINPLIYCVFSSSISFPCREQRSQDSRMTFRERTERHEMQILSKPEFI
Epigenetic derep = regulators of epigenetic silencing causing reporter derepression in mouse cells | Potency, µM (highest dose often 53.9 µM), for inactives: top-dose GFP activation, most hits filed as activators | AID 1865 | murine LDR cells, GFP reporter derepression, 30 h | 280,000 tested, 0.2% active; note: potency is the fitted concentration of half-maximal effect; % of control where 0% means no effect; nearly all actives have a fitted effect of over 60% in size
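Derepression of a silenced CMV-GFP reporter in murine LDR cells is scored by enumerating GFP-positive cells with a laser-scanning microplate cytometer after 30 hours of treatment at 37 C.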
Numbers without * were called inactive; ? = inconclusive; · = no result given; [ ] = dose if it differs, or a comment. Unless noted, calls come from the whole dose curve; as a rule, active = well fitted curve in the direction sought with a large enough effect; inconclusive = small, poorly fitted or top-dose-only effect, or another doubt; inactive = no such curve, though single readings can be large; an effect the other way counts as inactive or inconclusive.

SMILES	IMPase Li cell	CBFb RUNX1 block	Luc counter	Lamin A splicing	HTT aggregate	NPSR antag	Epigenetic derep
Clc1ccc(CN2CCN(c3ncnc4scc(-c5cccs5)c34)CC2)cc1	9.8%[38.3 µM]	-3.6%	-1.2%	2.0%	?	-27.1%[46.1 µM]	-6.0%
CC[C@]12CCCN3CCc4c(n(c5ccccc45)C(=O)C1)C32 (some centres not stated)	·	4.0%	·	·	-17.2%[9.22 µM]	5.5%	-0.3%
CC(=O)c1cccc(NC(=O)COc2ccccc2C(=O)c2cc(C#N)c(=O)n(C3CCCCC3)c2)c1	8.7%	1.2%	-0.4%	-3.9%	-14.7%	-13.0%	0.0%
COc1cc(Sc2ccc(C)cc2)c(OC)cc1N	30.9%[activator][38.3 µM]	-28.4%	-17.5%	-4.9%	-1.3%	-1.7%[46.1 µM]	6.1%
c1ccc(-c2nc(-c3nccc4ccccc34)oc2-c2ccccc2)cc1	·	6.7%	·	·	-22.3%[9.22 µM]	18.1%[7.67 µM]	2.4%
COC(=O)c1cc2sc(Cl)cc2n1Cc1nc(-c2ccccc2)oc1C	11.6%[38.3 µM]	1.1%	-5.8%	-3.0%	-4.0%	-2.0%[46.1 µM]	0.4%
S=c1[nH]nc(Cc2cccs2)n1-c1ccccc1	-5.6%[38.3 µM]	2.7%	-1.4%	17.4%	-13.7%	-4.4%[46.1 µM]	-0.9%
C/C(=N\NC(=O)CC#N)C1COc2ccccc2O1 (configuration not stated)	-2.6%	4.8%	-1.4%	·	-1.9%[9.22 µM]	-21.0%	0.0%
Cc1sc2ncnc(N)c2c1C	·	-7.6%	·	·	3.5%[9.22 µM]	14.3%	0.0%
CCC(=O)N(Cc1ccc(S(N)(=O)=O)cc1)C1CC(=O)N(c2ccccc2)C1=O (configuration not stated)	-7.7%	12.6%	0.4%	-15.7%[46 µM]	10.2%	8.4%	-0.4%
COc1cc(C(C)=O)ccc1Oc1ncnc2c1cnn2-c1ccc(F)cc1	?	4.8%	2.6%	-19.2%	-15.3%	-1.8%[46.1 µM]	3.3%
Cn1c(=O)oc2cc(S(=O)(=O)N3CCC(C(=O)N4CCN(c5ccccc5)CC4)CC3)ccc21	3.3%	3.0%	2.4%	-7.1%	-5.9%	7.7%	-1.0%
CCOC(=O)C(C)C1(O)c2ccccc2-c2ncccc21 (configuration not stated)	-10.3%[38.3 µM]	0.0%	-7.9%	2.7%	2.1%	-12.5%[46.1 µM]	-1.1%
O=C(Nc1cc(Cl)ccc1Oc1ccccc1)c1ccccc1F	2.3%	16.1%	-2.3%	?	9.4%	?	2.3%
CC1CCCN(S(=O)(=O)c2ccc(C(=O)Nc3ccccc3-c3nc4ccccc4[nH]3)cc2)C1 (configuration not stated)	-3.5%	0.5%	-0.7%	-8.2%	15.6%	14.1%[46.1 µM]	2.3%
COc1ccc(C2CC(=O)C3=C(C2)Nc2ncnn2C3c2ccccc2C)c(OC)c1 (configuration not stated)	-7.2%[38.3 µM]	-2.0%	12.3%	9.1%	25.8%	-19.3%[46.1 µM]	-0.8%
CCN1CCC(NC(=O)Nc2ccc(F)cc2)CC1	·	3.9%	·	·	-20.6%	-9.2%	-0.7%
COc1ccccc1C1=NN(C2=NN=C(N)Cc3ncnn32)C(O)(C(F)(F)F)C1 (configuration not stated)	1.6%	-3.9%	1.1%	?	0.7%	7.7%	1.2%
CN(C)S(=O)(=O)c1ccc(NC=C(C#N)C#N)cc1	·	15.6%	·	·	-11.2%[9.22 µM]	2.1%	-1.1%
CS(=O)(=O)N(CC(=O)Nc1ccccc1C(=O)N1CCCC1)c1cccc([N+](=O)[O-])c1	-0.1%	6.1%	-0.5%	-13.8%[46 µM]	-5.1%[9.22 µM]	7.5%	-0.7%[10.1 µM]

7 compounds drawn at random from the list so far, as already listed:
SMILES	IMPase Li cell	CBFb RUNX1 block	Luc counter	Lamin A splicing	HTT aggregate	NPSR antag	Epigenetic derep
COc1ccccc1C1=NN(C2=NN=C(N)Cc3ncnn32)C(O)(C(F)(F)F)C1 (configuration not stated)	1.6%	-3.9%	1.1%	?	0.7%	7.7%	1.2%
O=C(Nc1cc(Cl)ccc1Oc1ccccc1)c1ccccc1F	2.3%	16.1%	-2.3%	?	9.4%	?	2.3%
COC(=O)c1cc2sc(Cl)cc2n1Cc1nc(-c2ccccc2)oc1C	11.6%[38.3 µM]	1.1%	-5.8%	-3.0%	-4.0%	-2.0%[46.1 µM]	0.4%
COc1cc(Sc2ccc(C)cc2)c(OC)cc1N	30.9%[activator][38.3 µM]	-28.4%	-17.5%	-4.9%	-1.3%	-1.7%[46.1 µM]	6.1%
COc1cc(C(C)=O)ccc1Oc1ncnc2c1cnn2-c1ccc(F)cc1	?	4.8%	2.6%	-19.2%	-15.3%	-1.8%[46.1 µM]	3.3%
CC1CCCN(S(=O)(=O)c2ccc(C(=O)Nc3ccccc3-c3nc4ccccc4[nH]3)cc2)C1 (configuration not stated)	-3.5%	0.5%	-0.7%	-8.2%	15.6%	14.1%[46.1 µM]	2.3%
Clc1ccc(CN2CCN(c3ncnc4scc(-c5cccs5)c34)CC2)cc1	9.8%[38.3 µM]	-3.6%	-1.2%	2.0%	?	-27.1%[46.1 µM]	-6.0%

The main list resumes, starting 2 compounds before the break.
SMILES	IMPase Li cell	CBFb RUNX1 block	Luc counter	Lamin A splicing	HTT aggregate	NPSR antag	Epigenetic derep
CN(C)S(=O)(=O)c1ccc(NC=C(C#N)C#N)cc1	·	15.6%	·	·	-11.2%[9.22 µM]	2.1%	-1.1%
CS(=O)(=O)N(CC(=O)Nc1ccccc1C(=O)N1CCCC1)c1cccc([N+](=O)[O-])c1	-0.1%	6.1%	-0.5%	-13.8%[46 µM]	-5.1%[9.22 µM]	7.5%	-0.7%[10.1 µM]
COc1ccc(C2C(C(=O)N3CCCCC3)c3ccccc3C(=O)N2C)cc1 (configuration not stated)	·	6.0%	·	1.8%	-29.3%	-12.3%[46.1 µM]	-1.9%
O=C(CCSc1nnc(-c2ccncc2)o1)Nc1ccc(Cl)cc1	8.9%[38.3 µM]	4.5%	-5.1%	-7.2%	?	-9.3%[46.1 µM]	-1.0%
CCOC(=O)CN1Cc2cccc(C(=O)O)c2C1=O	-0.8%[38.3 µM]	6.2%	0.7%	2.8%	-1.5%	0.9%[46.1 µM]	3.9%
Cc1nc2ccc(F)cc2cc1C(=O)NC(C)C	3.1%[38.3 µM]	0.0%	-2.6%	0.8%	11.6%[9.22 µM]	1.6%[46.1 µM]	-0.8%
C=CCOC(=O)C1=C[C@H](C2CCCCC2)[C@@H](CCCO)[C@H](OCC)O1	4.4%	-15.3%	·	·	3.6%[9.22 µM]	?	0.0%
COC(=O)CCCC1=CC2=CC(=O)C(C)(OC(=O)c3ccco3)C(=O)C2=CO1 (configuration not stated)	14.9%	-21.0%	1.1%	·	·	·	-1.1%
Cc1ccc(NC(=O)Nc2ccccc2C#N)c(Cl)c1	-5.0%[38.3 µM]	1.5%	2.2%	9.5%[0.0737 µM]	19.2%	-6.8%[46.1 µM]	-3.2%
OCCN(Cc1ccccc1)C(=S)NC1CCCCC1	2.3%	9.5%	1.0%	7.5%[46 µM]	12.1%	-19.9%	-2.5%
CCN(CCCNC(=O)C1CCC(=O)N1Cc1ccccc1Cl)c1cccc(C)c1 (configuration not stated)	28.9%[38.3 µM]	-2.5%	1.0%	-15.7%	5.8%[9.22 µM]	?	-1.0%
COc1ccccc1OCCC(=O)OCC(=O)Nc1ccc(S(=O)(=O)N2CCOCC2)cc1	10.1%	12.4%	1.2%	-17.5%[46 µM]	17.9%	1.7%	-3.4%
COc1cccc(CC2(CO)CCN(CC3=CC[C@H]4C[C@@H]3C4(C)C)CC2)c1	-8.1%	3.7%	-2.9%	6.5%[46 µM]	24.7%[9.22 µM]	-13.0%	-0.1%
O=C1CC2c3ccccc3C1C1C(=O)N(CCO)C(=O)C21 (configuration not stated)	0.2%	10.5%	-0.1%	?	-10.6%[9.22 µM]	-22.5%	-5.7%
Cn1nc(C(F)(F)F)c(CN2CC(C)(C)C2=O)c1N1CCOCC1	-4.7%	9.4%	-1.4%	·	28.3%	-17.8%	-0.8%
CC(=O)N1CCc2cc(Br)cc(S(=O)(=O)NCc3ccccn3)c21	-9.7%[38.3 µM]	1.6%	-3.5%	2.7%	5.8%	0.1%[46.1 µM]	-1.1%
CCn1c(SCC(=O)Nc2cccc(C)c2)nc2nc3c(cc2c1=O)COC(C)(C)C3	·	3.5%	·	·	17.6%[9.22 µM]	?	-1.3%
CCN(C(=O)COC(=O)c1cc(-c2ccccc2)nn1-c1ccccc1)C1CCS(=O)(=O)C1 (configuration not stated)	11.9%	6.4%	0.5%	1.0%[46 µM]	-2.4%	-17.8%	0.9%
O=C(Nc1cccc2ccccc12)N1CCOCC1	-10.0%[38.3 µM]	1.1%	2.2%	-10.8%	-0.6%	-11.2%[46.1 µM]	0.0%
O=C(Nc1ccc(Cl)cc1)N1CC=CCC1	-4.5%[38.3 µM]	3.2%	1.3%	?	-7.9%	-18.7%[46.1 µM]	-0.1%
COc1ccccc1NC(=O)CC(=O)CSc1nnc(-c2ccc(C)cc2)n1-c1ccccc1	8.1%	7.5%	-1.3%	-19.1%	-6.6%	-13.7%	-0.9%
COc1ccc(-c2cccc(C(=O)Nc3ccc(C)cc3)c2)cc1	5.0%[38.3 µM]	0.3%	-0.6%	4.4%	1.9%	2.5%[46.1 µM]	-1.3%
COc1ccc(CNC(=O)NC2CCCCC2)cc1	-12.3%[38.3 µM]	3.3%	-0.1%	-1.6%	23.3%	11.8%[46.1 µM]	-1.0%
Cc1ccc(S(=O)(=O)Nc2ccc(NC(=O)c3cccs3)cc2)cc1	8.1%	4.4%	-2.2%	?	-25.4%	-27.9%	4.4%
Cc1cccc(OCCCC(=O)Nc2ccc(S(N)(=O)=O)cc2)c1C	0.6%	-14.0%	-0.2%	5.8%	6.3%	2.6%	-3.5%
O=C1CC(Sc2ncccn2)C(=O)N1c1ccccc1 (configuration not stated)	18.1%[38.3 µM]	6.1%	2.0%	4.9%	10.5%[9.22 µM]	7.2%[46.1 µM]	2.8%
CCNC(=S)NNC(=O)c1cc(C2CC2)nc2ccccc12	-30.5%[38.3 µM]	0.2%	-1.6%	10.5%	4.5%	-8.2%[46.1 µM]	-1.2%
Cc1nn(S(=O)(=O)c2cccs2)c(C)c1Sc1ccccc1	16.1%[38.3 µM]	25.7%	-1.5%	22.8%	-21.1%	-27.1%[46.1 µM]	1.2%
Cc1cc(C)nc(NC(=O)CSc2ccccn2)n1	8.9%	-14.5%	0.3%	0.7%	-7.9%	-3.9%[46.1 µM]	0.0%
COc1cccc(NC(=O)COC(=O)CCS(=O)(=O)c2ccc(C)cc2)c1	1.7%	2.3%	1.2%	-9.1%[46 µM]	1.5%	1.8%	-1.5%

An excerpt; rates above refer to the full screens.
